Screens (PubChem BioAssay)
beta cell repl: inducers of beta-cell replication in MIN6 cells | MIN6 cells proliferation, ATPlite luminescence, 48 h; cells starved in 0.2% serum; 100% = growth in 10% serum | proliferation, % at 10 µM | 0.29% of 330,000 active;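 active = compounds whose signal lies at least 3.5 SD above the mean of all wells on their plate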;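 note: 0% = DMSO-treated cells in low-serum medium and 100% = 10% serum control; some compounds called inactive have numbers as strong as hits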
mIAP act: increases mouse intestinal alkaline phosphatase activity; 0.24% of 330,000 active; activation factor at 10 µM; AID 2805; muIAP, CDP-Star luminescence, 30 min; stronger effect = higher value; 1 = vehicle-only enzyme signal, 0 = enzyme-free wells;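 active = activation factor of at least 2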; note: the source names both 10 and 20 µM as test concentration; values of inactives mirror those of a sister screen read the other way
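Assay system: mouse IAP enzyme; Reagent: CDP-Star chemiluminescent phosphatase substrate; Compound: DMSO-dissolved test compounds; Incubation: 30 min, room temperature; Technique: luminescence from enzymatic CDP-Star hydrolysis; Controls: DMSO-only wells and no-enzyme negative control.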
hIAP inh: blocks human intestinal alkaline phosphatase. P09923. purified IAP, CDP-Star luminescence, 30 min. inhibition, % at 10 µM. 0.12% of 330,000 active. AID 2544;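 active = inhibition reaching a set limit with compound at 10 µM in the primary screen, cut at about 35% in these data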;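 note: plate controls were DMSO wells with enzyme for no effect and no-enzyme buffer wells for full effect; values of inactives mirror those of a sister screen read the other way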
mIAP block: mouse IAP inhibition. purified mouse IAP, CDP-Star luminescence, 30 min. inhibition, % at 10 µM. 0.2% of 330,000 active;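 active = inhibition of at least 40% at 10 µM in the primary screen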;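 note: plate controls were DMSO with enzyme for no effect and no enzyme wells for full effect; values of inactives mirror those of a sister screen read the other way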
hIAP act: increases human intestinal alkaline phosphatase activity; P09923; purified human IAP, CDP-Star luminescence, 30 min; stronger effect = higher value; 1 = vehicle-only enzyme, 0 = enzyme-free background; activation factor at 10 µM; 0.16% of 330,000 active;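 active = activation factor of the enzyme at least 2-fold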; note: the source names both 10 and 20 µM as test concentration; values of inactives mirror those of a sister screen read the other way
APOBEC3G inh: blocks human APOBEC3G single-stranded DNA deamination; 0.28% of 330,000 active; recombinant A3G, ssDNA deamination FAM/TAMRA fluorescence; AID 493012; inhibition, % at 20 µM; Q9HC16;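 active = inhibition of at least 40% at 20 µM, with no more than 30% in the related APOBEC3A deaminase screen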;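 note: plate controls were DMSO wells with A3G for no effect and wells lacking A3G enzyme for full effect; some compounds called inactive have numbers as strong as hits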
Target sequence (Q9HC16 whole entry, looked up): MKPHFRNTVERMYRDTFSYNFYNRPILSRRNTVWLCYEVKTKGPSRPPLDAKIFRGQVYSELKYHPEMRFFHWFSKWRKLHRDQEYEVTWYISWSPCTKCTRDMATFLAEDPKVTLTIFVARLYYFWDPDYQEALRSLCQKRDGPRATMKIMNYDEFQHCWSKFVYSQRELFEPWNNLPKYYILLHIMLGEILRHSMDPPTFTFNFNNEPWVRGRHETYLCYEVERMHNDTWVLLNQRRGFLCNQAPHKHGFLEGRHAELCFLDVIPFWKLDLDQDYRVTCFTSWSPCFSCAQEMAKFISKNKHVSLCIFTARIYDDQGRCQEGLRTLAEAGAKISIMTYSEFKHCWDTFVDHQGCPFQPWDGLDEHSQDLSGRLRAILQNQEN
APOBEC3A inh: human APOBEC3A DNA deaminase inhibition | P31941 | recombinant A3A, FAM/TAMRA ssDNA deamination fluorescence | inhibition, % at 20 µM | 0.41% of 330,000 active | AID 493011;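 active = at least 40% inhibition at 20 µM here, with at most 30% in a related deaminase screen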;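 note: plate controls were A3A with DMSO for no effect and wells lacking A3A enzyme for full effect; some results filed as inactive read as strong as hits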
Target sequence (P31941 whole entry, looked up): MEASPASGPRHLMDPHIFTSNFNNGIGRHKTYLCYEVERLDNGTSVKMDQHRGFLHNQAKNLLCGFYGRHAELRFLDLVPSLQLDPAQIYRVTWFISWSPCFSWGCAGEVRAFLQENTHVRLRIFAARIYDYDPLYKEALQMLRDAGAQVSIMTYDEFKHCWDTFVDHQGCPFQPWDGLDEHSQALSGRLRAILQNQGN
NLRP3 yeast inh: blocks the NALP3 inflammasome reconstituted in yeast; Yeast reconstituted NLRP3/ASC/caspase-1, beta-gal luminescence, 24 h; inhibition, % at 10 µM; 0.39% of 330,000 active;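 active = inhibition of 50% or more; inactive = inhibition below 50%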;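 note: plate controls were induced DMSO wells for no effect and uninduced yeast grown without galactose for full effect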
SENP1 inh: SENP1 (human) catalytic domain inhibition | Q9P0U3 | recombinant SENP1 catalytic domain, CyPet-SUMO1-YPet FRET cleavage | inhibition, % at 10 µM | 0.21% of 360,000 active | AID 624204;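 active = inhibition at least 30% at 10 µM, raw YFP signal under a set limit, fluorescence ratio 0.5 to 1.5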;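 note: 0% = enzyme with DMSO and 100% = no enzyme wells; some results filed as inactive read as strong as hits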
Target sequence (Q9P0U3 419-644 limits assumed): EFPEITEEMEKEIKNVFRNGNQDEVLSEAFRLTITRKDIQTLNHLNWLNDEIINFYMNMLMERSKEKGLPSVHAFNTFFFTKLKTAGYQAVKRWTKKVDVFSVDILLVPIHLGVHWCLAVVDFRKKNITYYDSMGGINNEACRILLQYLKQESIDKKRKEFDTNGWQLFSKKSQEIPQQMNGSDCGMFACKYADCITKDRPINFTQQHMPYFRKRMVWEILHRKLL
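system = hSENP1 catalytic domain, recombinant | reagent = SFCypet-SUMO1-SFYpet substrate at 25 nM | doses = one dose per compound, 10 µM, 0.5% DMSO | incubation = enzyme reaction for 50 min at room temperature, dark | measured by = FRET, CFP and YFP emission | controls = no-enzyme low, enzyme-DMSO high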
Active calls of the source: *. A portion of the library; count on the stated rates, not on these rows.

SMILES | beta cell repl | mIAP act | hIAP inh | mIAP block | hIAP act | APOBEC3G inh | APOBEC3A inh | NLRP3 yeast inh | SENP1 inh
CN1CCN(CC2(O)CCN(S(=O)(=O)c3ccc(Cl)cc3)CC2)CC1 | 0 | 1 | 6 | 0 | 0.94 | -10 | -4 | -7 | 1
C/C(=N\NC(=O)c1ccc(NS(=O)(=O)c2cccs2)cc1)c1ccc2ccccc2c1 | -1 | 0.97 | -3 | 3 | 1 | 2 | 2 | 7 | -5
COC(=O)c1ccc2c(=O)n(CCN3CCOCC3)c(SCC(=O)Nc3ccc(C)cc3)nc2c1 | -2 | 0.86 | -10 | 14 | 1.1 | 2 | 8 | 11 | -1
O=C(NN1C(=O)C2C3C=CC(O3)C2C1=O)c1ccncc1 (stereo not given) | -4 | 0.96 | -7 | 4 | 1.1 | 16 | 3 | 16 | 2
O=C(O)CC(C(=O)O)c1ccc(OCCCCOc2ccc(C(CC(=O)O)C(=O)O)cc2)cc1 (stereo not given) | -3 | 0.99 | 0 | 1 | 1 | 2 | 4 | 2 | 2
Cc1ccc(OCC(=O)Nc2ccc(S(=O)(=O)Nc3ccccn3)cc2)cc1 | -2 | 0.97 | 1 | 3 | 0.99 | -5 | 0 | 3 | 1
COc1cc2c(C(=O)NCc3ccccn3)cn(C)c(=O)c2cc1OC | -2 | 1.2 | 4 | -15 | 0.96 | -1 | -3 | 21 | 2
Cc1cc(N2CCCCCC2)nc2ccccc12 | 0 | 1 | 6 | -2 | 0.94 | 4 | 4 | 19 | 0
CCOC(=O)C/C(N)=N/NC(=O)c1ccc(Cl)cc1Cl | 0 | 0.8 | -32 | 20 | 1.3 | -4 | -1 | 16 | -10
CC(C)(C)NC(=O)CSc1nncn1NCc1cccc2ccccc12 | -1 | 1.1 | -20 | -9 | 1.2 | 3 | 2 | -6 | 1
O=C(CCCCCl)Nc1c2c(nc3ccccc13)CCC2 | -2 | 0.91 | -5 | 9 | 1.1 | -4 | -5 | 5 | 1
C=CCN(c1ccc(C(=O)NCCSc2ccccc2)cc1)S(C)(=O)=O | -2 | 1.1 | -10 | -10 | 1.1 | 2 | -7 | 8 | 0
CCOC(=O)N1CCC(N2C(=O)c3ccc(C(=O)NCc4ccc(F)cc4)cc3C2=O)CC1 | 2 | 0.97 | 16 | 3 | 0.84 | -10 | -5 | -2 | 3
O/N=C/c1cn(-c2ccccc2)nn1 | 7.6* | 1 | 2 | -5 | 0.98 | -1 | -1 | 7 | 1
Cc1ccc(-n2c(N)c(C(=O)N3CCCCC3)sc2=S)cc1 | 0 | 0.88 | -6 | 12 | 1.1 | 37 | -2 | -18 | 0
CCN(Cc1cc2cc(C)ccc2[nH]c1=O)C(=O)c1cccc(OC)c1 | -3 | 0.97 | 5 | 3 | 0.95 | -5 | -5 | 7 | 1
COc1cc(C(=O)Oc2ccc(C(=S)N3CCOCC3)cc2)cc(OC)c1OC | 3 | 0.93 | -40 | 7 | 1.4 | -2 | -1 | 14 | 0
Cn1nccc1C(=O)N1CCN(c2ccccc2F)CC1 | 3 | 1 | 46* | -2 | 0.54 | 4 | 0 | 8 | 1
Cn1nnnc1SCC(=O)NCc1ccc2c(c1)OCO2 | 0 | 0.94 | -4 | 6 | 1 | -4 | 0 | 24 | 3
Cc1c(S(=O)(=O)Nc2ccc(Br)cc2)c(=O)n(C)c(=O)n1C | 0 | 0.99 | 11 | 1 | 0.89 | -7 | -2 | 0 | 3
CCCCNC(=O)N1CCCN(c2ccc(C#N)cn2)CC1 | -2 | 0.93 | 6 | 8 | 0.94 | -7 | -3 | 10 | 2
CC1CCC2(CC1)NC(=O)N(CC(=O)NCc1ccc3c(c1)OCO3)C2=O (stereo not given) | -1 | 0.99 | 5 | 1 | 0.95 | -6 | 4 | 8 | 0
Cc1cc(C(=O)O)n(C(C)(C)C)n1 | 0 | 1.1 | 2 | -5 | 0.98 | 11 | 3 | 20 | -3
CCOC(=O)c1ccc(NC(=O)CSc2nnc(C3CC3)n2CC)cc1 | -1 | 0.94 | -8 | 6 | 1.1 | -7 | -6 | -9 | 2
COc1ccc(CNC(=O)c2cnccn2)cc1 | -1 | 1.1 | -12 | -13 | 1.1 | -1 | -1 | 11 | 0

An excerpt from above in order of molecular weight, low to high.
SMILES | beta cell repl | mIAP act | hIAP inh | mIAP block | hIAP act | APOBEC3G inh | APOBEC3A inh | NLRP3 yeast inh | SENP1 inh
COc1ccc(CNC(=O)c2cnccn2)cc1 | -1 | 1.1 | -12 | -13 | 1.1 | -1 | -1 | 11 | 0
CCCCNC(=O)N1CCCN(c2ccc(C#N)cn2)CC1 | -2 | 0.93 | 6 | 8 | 0.94 | -7 | -3 | 10 | 2
Cn1nnnc1SCC(=O)NCc1ccc2c(c1)OCO2 | 0 | 0.94 | -4 | 6 | 1 | -4 | 0 | 24 | 3
CCOC(=O)C/C(N)=N/NC(=O)c1ccc(Cl)cc1Cl | 0 | 0.8 | -32 | 20 | 1.3 | -4 | -1 | 16 | -10
Cc1ccc(-n2c(N)c(C(=O)N3CCCCC3)sc2=S)cc1 | 0 | 0.88 | -6 | 12 | 1.1 | 37 | -2 | -18 | 0
COc1cc2c(C(=O)NCc3ccccn3)cn(C)c(=O)c2cc1OC | -2 | 1.2 | 4 | -15 | 0.96 | -1 | -3 | 21 | 2
CC(C)(C)NC(=O)CSc1nncn1NCc1cccc2ccccc12 | -1 | 1.1 | -20 | -9 | 1.2 | 3 | 2 | -6 | 1
Cc1c(S(=O)(=O)Nc2ccc(Br)cc2)c(=O)n(C)c(=O)n1C | 0 | 0.99 | 11 | 1 | 0.89 | -7 | -2 | 0 | 3
C/C(=N\NC(=O)c1ccc(NS(=O)(=O)c2cccs2)cc1)c1ccc2ccccc2c1 | -1 | 0.97 | -3 | 3 | 1 | 2 | 2 | 7 | -5
CCOC(=O)N1CCC(N2C(=O)c3ccc(C(=O)NCc4ccc(F)cc4)cc3C2=O)CC1 | 2 | 0.97 | 16 | 3 | 0.84 | -10 | -5 | -2 | 3

Other entries:
SMILES | beta cell repl | mIAP act | hIAP inh | mIAP block | hIAP act | APOBEC3G inh | APOBEC3A inh | NLRP3 yeast inh | SENP1 inh
COc1ccc(C(C(=O)NCc2ccccc2)N(Cc2ccc3c(c2)OCO3)C(=O)c2cnccn2)cc1 (stereo not given) | 0 | 0.94 | 18 | 6 | 0.82 | -3 | -5 | 9 | 0
O=C(Cn1ncc2c1-c1ccccc1OC2)Nc1cccc(Cl)c1 | -1 | 1.2 | 4 | -21 | 0.96 | 1 | 3 | 20 | 3
O=C(Nc1cccc(C(F)(F)F)c1)c1cccnc1NCCc1ccccc1 | -3 | 0.9 | 9 | 10 | 0.91 | 0 | 1 | 12 | -2
O=C(Cc1ccc(Br)cc1)NCc1ccccc1 | -1 | 1.1 | -47 | -7 | 1.5 | -1 | 4 | 39 | 2
COc1ccc2c(c1)C(=O)C(=O)N2CCS(=O)(=O)c1ccccc1 | -3 | 1 | 12 | -1 | 0.88 | -4 | -3 | 9 | 0
Cc1nnc(NC(=O)C2CCN(c3nnnn3-c3ccccc3)CC2)s1 | -2 | 0.98 | -6 | 2 | 1.1 | 0 | -1 | -3 | -1
COc1cccc(CN2CCN(Cc3ccco3)CC2)c1 | 1 | 1.1 | 0 | -6 | 1 | -6 | -2 | 9 | 2
CC(/C=C/c1ccccc1)=N/NC(=O)CCC(=O)Nc1ccccc1C | 4 | 0.97 | -8 | 3 | 1.1 | -6 | 4 | 20 | 4
Cc1ccccc1C(=O)Nc1ccnn1C1CCN(CC2CC=CCC2)CC1 (stereo not given) | -5 | 1 | -40 | -1 | 1.4 | 1 | -2 | 18 | -5
COc1ccc(NC(=O)c2cccc(N3C(=O)c4cccc([N+](=O)[O-])c4C3=O)c2)cc1 | -4 | 0.95 | 14 | 5 | 0.86 | 0 | -2 | 14 | 0
Cc1ccc(NC(=O)CN(C)CC(=O)Nc2ccc(F)c(Cl)c2)cc1 | -1 | 1.2 | -22 | -21 | 1.2 | 16 | 61* | 22 | 1
CC(C)CCN(C(=O)CCSc1ccc(F)cc1)c1c(N)n(Cc2ccccc2)c(=O)[nH]c1=O | -2 | 1 | -8 | -4 | 1.1 | -8 | 0 | 15 | -7
Cc1ccc(NC(=O)N2CCC(C(=O)c3ccc(F)cc3)CC2)cc1 | -1 | 0.88 | 18 | 12 | 0.82 | -8 | -1 | 18 | 2
CCCCN1C(=O)C(O)(CC(=O)c2c(C)n[nH]c2C)c2cc(Br)ccc21 (stereo not given) | -2 | 0.93 | 12 | 7 | 0.88 | 0 | 1 | 10 | 1
CCCN(CCC)CCNC(=O)C1CCN(S(=O)(=O)c2cccc3nsnc23)CC1 | 2 | 0.96 | -12 | 4 | 1.1 | -2 | -2 | 14 | 2
CC(C)c1nnc(NC(=O)CCC(=O)NCCc2ccccc2)s1 | -1 | 0.98 | -10 | 2 | 1.1 | 2 | 8 | 15 | 1
CCc1noc(C)c1C(=O)Nc1sc(C(=O)N(C)C)c(C)c1C(=O)OC | 1 | 1 | -11 | -4 | 1.1 | -4 | -1 | 2 | 1
O=C(NCCCO)c1ccc(CSc2nc3ccccc3[nH]2)cc1 | -4 | 1 | -2 | 0 | 1 | -8 | -2 | 11 | -1
O=C(CSc1nnnn1C1CCCCC1)NCc1ccccc1 | -4 | 0.96 | 9 | 4 | 0.91 | -6 | -5 | 8 | 3
S=c1[nH]nc(Cc2cccs2)n1-c1ccccc1Cl | 0 | 0.89 | 1 | 11 | 0.99 | 17 | -3 | 15 | 0
OCC1N=C(c2ccccn2)OC1c1ccccc1 (stereo not given) | -2 | 1 | -16 | -5 | 1.2 | -2 | 6 | 11 | 1
CCOC(=O)CNc1nc2ccccc2n2c(C)nnc12 | -1 | 1 | 2 | -4 | 0.98 | -5 | -1 | -6 | -6
Cc1c(NC(=O)C(C)OC(=O)/C=C/c2ccccc2)c(=O)n(-c2ccccc2)n1C (stereo not given) | -2 | 1 | 4 | 0 | 0.96 | -8 | 4 | 6 | 4
CCOc1ccc(NC(=O)Nc2ccc3c(c2)N(C)C(=O)CS3)cc1 | -6 | 2.3* | -17 | -132 | 1.2 | -1 | 2 | -6 | 3
COc1cccc(C(=O)NCCS(=O)(=O)NCCc2ccccc2)c1 | 3 | 0.97 | 6 | 3 | 0.94 | -5 | 0 | 11 | 0
O=C(COC(=O)CCCN1C(=O)c2ccccc2C1=O)Nc1cc(Cl)cc(Cl)c1 | 2 | 1 | -21 | -2 | 1.2 | -5 | -7 | 21 | 1
COc1ccc(OC)c(NC(=O)CCn2cccc2)c1 | 7.5* | 0.92 | 4 | 8 | 0.96 | -4 | -5 | 25 | 0
O=C(Cn1cnnn1)OCC(=O)c1ccc(Cl)s1 | -6 | 0.98 | -3 | 2 | 1 | 2 | 7 | 14 | 5
CC(=O)N1CCN(S(=O)(=O)c2cccc(C(=O)N(C)Cc3ccc(C)o3)c2)CC1 | -4 | 1 | 6 | -3 | 0.94 | -10 | -5 | 6 | 0
